RGS4 inhibitor – human RGS4 inhibition. P49798. Transcreener GDP fluorescence polarization, RGS4-accelerated GTP hydrolysis. Potency, µM (top dose mostly 114 µM), without a hit: at the top dose activity change, negative = inhibition, usual class: inhibitors. 0.039% of 390,000 active. AID 504845; further: on the % scale 0 is the no-effect control and ±100 the full control effect; nearly all actives have a fitted effect of over 75% in size; some results filed as inactive show a strong effect at the top dose
Target sequence (P49798 whole entry, looked up): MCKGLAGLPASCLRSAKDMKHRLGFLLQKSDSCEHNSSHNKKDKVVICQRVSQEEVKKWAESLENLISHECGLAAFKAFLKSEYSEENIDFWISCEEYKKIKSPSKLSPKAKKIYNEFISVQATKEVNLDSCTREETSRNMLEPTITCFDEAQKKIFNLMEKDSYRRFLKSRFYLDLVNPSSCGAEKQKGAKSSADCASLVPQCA
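MLSMR compounds (23 nl, pin-transferred) preincubated 10 min at room temperature with a 500nM (2x) first reagent, then RGS4 at 900nM (2x) plus Transcreener GDP mix added; fluorescence polarization (620/688 nm) read before and after 90 min at 30 °C.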
JMJD2A Tudor – blocks the human JMJD2A Tudor domain; AlphaScreen JMJD2A-Tudor / H3K4me3 peptide binding; Potency, µM (titrated, usually from 114 µM), for the others: at the highest dose activity change, negative = inhibition, usual class: inhibitors; 4.4% of 390,000 active; AID 504339; further: on the % scale 0 is the no-effect control and ±100 the full control effect; nearly all actives have a fitted effect of over 50% in size
ERG Ets-DNA blk – ERG Ets/DNA interaction inhibition; P11308; fluorescence polarization, His-ERG Ets domain / labelled DNA; Potency, µM (highest dose often 76.9 µM), for the others: at the highest dose FP activity, negative = inhibition, usual class: inhibitors; 0.028% of 370,000 active; AID 624246; active means well fitted inhibition curve with a large enough effect in the polarisation, with a control signal flat; inconclusive means small, poorly fitted or top-dose-only effect, or effect the other way, or a change in a side signal; inactive means no such curve, though single readings can be large or run the other way; the % refers to the polarisation;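 further: polarization taken with two DNA probes labelled with fluorescein and Texas red; % of control where 0% means no effect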
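His-tagged ERG Ets domain (1 uM in the protein solution; 300mM KCl, 50mM Tris-HCl, 1mM EDTA, 1mM DTT, pH 7.5) received compound, then a probe mix of 5 nM fluorescein-DNA and 100nM Texas-615-DNA. Fluorescence polarization was read for both dyes.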
Tb PGK inh – inhibitors of T. brucei phosphoglycerate kinase; P07378; PGK/GAPDH coupled, Kinase-Glo luminescence, 60 min; Potency, µM (doses to about 57.5 µM), inactives show at the highest dose activity change, negative = inhibition, actives largely listed as inhibitors; 0.043% of 380,000 active; AID 602233; further: on the % scale 0 is the no-effect control and ±100 the full control effect; nearly all actives have a fitted effect of over 60% in size
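Luminescent ATP detection (Kinase-Glo Plus) follows a 60-minute room-temperature incubation, with wells lacking PGK as controls. Buffer: 100 mM TEA (pH 7.6), 5 mM MgCl2, 0.01% Tween-20. Coupling enzyme GAPDH (100 nM final) supplies unstable 1,3-BPG in-well.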
ALOX12 inh – ALOX12 (human) lipoxygenase inhibition; P18054; purified 12hLO, xylenol orange hydroperoxide absorbance; Potency, µM (series often up to 108 µM), for inactives: top-dose activity change, negative = inhibition, actives largely listed as inhibitors; 1.1% of 580,000 active; AID 1671190; further: on the % scale 0 is the no-effect control and ±100 the full control effect
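Purified human 12hLO at 150 nM in 25 mM Hepes, 0.01% Triton X-100, pH 7.0, preincubated 15 min at room temperature with compound. Reaction started with 40 uM arachidonic acid, 30 min at room temperature. Hydroperoxide measured by Fe-xylenol orange, 573/405 nm absorbance ratio.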
TrxR1 inh – inhibitors of rat thioredoxin reductase 1; Potency, µM (titrated, usually from 114 µM), without a hit: at the highest dose activity change, negative = inhibition, hits mostly inhibitors; O89049; recombinant rTrxR1, NADPH fluorescence consumption, selenite substrate; 1% of 390,000 active; further: on the % scale 0 is the no-effect control and ±100 the full control effect; nearly all actives have a fitted effect of over 65% in size
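Rat TrxR1 (90 nM in the dispensed reagent) was pre-reduced with 400 uM NADPH for 5 min at room temperature, then incubated with compound for 15 min. After 400 uM selenite was added, NADPH fluorescence (Ex 340/Em 450 nm) was followed for 8 min.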
Pin1 inh – inhibitors of human Pin1; Q13526; Pin1 FP peptide displacement, HiFluor488, 10 min; Potency, µM (top dose mostly 115 µM), without a hit: at the highest dose activity, negative = inhibition, actives largely listed as inhibitors; 0.009% of 390,000 active; AID 504891; active means well fitted inhibition curve with a large enough effect in the polarisation, with a control signal flat, not every such curve was filed as active; inconclusive means small, poorly fitted or top-dose-only effect, or effect the other way, or a change in a side signal; inactive means no such curve, though single readings can be large or run the other way; the % refers to the polarisation; further: on the % scale 0 is the no-effect control and ±100 the full control effect
Target sequence (Q13526 whole entry, looked up): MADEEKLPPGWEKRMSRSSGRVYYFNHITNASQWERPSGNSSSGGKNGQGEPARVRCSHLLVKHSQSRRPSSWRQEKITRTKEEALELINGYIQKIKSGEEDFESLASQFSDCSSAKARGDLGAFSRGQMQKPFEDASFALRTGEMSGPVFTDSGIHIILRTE
GLS inh – inhibitors of human glutaminase (GLS); O94925; GLS enzymatic activity, qHTS titration; 0.21% of 410,000 active; Potency, µM (doses to about 45.5 µM), for the others: at the top dose activity change, negative = inhibition, actives largely listed as inhibitors; AID 624170; further: on the % scale 0 is the no-effect control and ±100 the full control effect
Target sequence (O94925 whole entry, looked up): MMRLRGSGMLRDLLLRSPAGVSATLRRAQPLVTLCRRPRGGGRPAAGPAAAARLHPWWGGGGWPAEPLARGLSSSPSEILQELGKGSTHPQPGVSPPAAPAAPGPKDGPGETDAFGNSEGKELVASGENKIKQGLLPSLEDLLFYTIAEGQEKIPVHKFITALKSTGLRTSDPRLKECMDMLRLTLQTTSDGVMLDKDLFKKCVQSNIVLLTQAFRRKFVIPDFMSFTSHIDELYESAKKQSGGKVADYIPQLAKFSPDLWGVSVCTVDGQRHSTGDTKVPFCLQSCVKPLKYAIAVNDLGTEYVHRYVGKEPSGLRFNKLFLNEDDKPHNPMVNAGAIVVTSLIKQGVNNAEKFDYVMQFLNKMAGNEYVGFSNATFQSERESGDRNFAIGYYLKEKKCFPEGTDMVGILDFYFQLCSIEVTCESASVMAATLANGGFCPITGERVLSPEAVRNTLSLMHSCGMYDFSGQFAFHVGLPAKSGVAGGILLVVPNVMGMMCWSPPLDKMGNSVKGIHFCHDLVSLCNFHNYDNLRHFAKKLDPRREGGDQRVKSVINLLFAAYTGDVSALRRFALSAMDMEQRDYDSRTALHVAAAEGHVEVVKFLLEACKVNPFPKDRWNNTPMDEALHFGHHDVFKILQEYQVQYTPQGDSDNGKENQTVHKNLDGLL
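hKGA; 45 mM KH2PO4 pH 8.2 + 0.02% Tween-20; cpd via pin tool; 1 mM Gln soln; GluOx/HRP/Amplex Red; RT 30 min; fluor. t0 & final.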
HP1b binding inh – blocks HP1-beta chromodomain binding to methylated histone tails. P83916. AlphaScreen HP1-beta / biotin-H3K9me3 peptide binding. Potency, µM (top dose mostly 114 µM), without a hit: at the highest dose activity change, negative = inhibition, actives largely listed as inhibitors. 0.56% of 390,000 active. AID 540317; further: nearly all actives have a fitted effect of over 70% in size; inactives centre near 23
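Compound inhibition of the preformed complex between 50 nM HP1-beta and 50 nM biotinylated H3K9me3 peptide was read by AlphaScreen. Buffer was PBS pH 7.4 with 0.01% Tween-20. Incubations ran 30 min at room temperature, with 10 ug/mL donor/acceptor beads.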
The depositor's hits bear a star; i = inactive; ? = inconclusive; . = not tested or not shown; [ ] = remark or other dose. Unless noted, the call rests on the fitted dose curve; in most records, active means well fitted curve in the direction sought with a large enough effect; inconclusive means small, poorly fitted or top-dose-only effect, or another doubt; inactive means no such curve, though single readings can be large; an effect the other way counts as inactive or inconclusive. Potency means the concentration at half of the fitted maximal effect.

SMILES	RGS4 inhibitor	JMJD2A Tudor	ERG Ets-DNA blk	Tb PGK inh	ALOX12 inh	TrxR1 inh	Pin1 inh	GLS inh	HP1b binding inh
O=C(/C=C/c1ccc(S(=O)(=O)N2CCOCC2)cc1)NC(=S)NCCCn1ccnc1	-12%	-11%	-2%	-5%	6%	4%	-4%	-4%	24%
Cn1c(=S)[nH]c2c(c1=O)C(C)(C)Cc1ccccc1-2	-28%	-36%	-11%	3%	14µM*	-6%[57.1 µM]	1%	0%	9%
c1ccc2c(CSc3nnc(-c4ccncc4)o3)cccc2c1	-20%	-13%	0%	-8%	0%	21%	-6%	1%	-6%
CCCCCOC(=O)C(C)c1c(C)[nH]c(=S)[nH]c1=O (stereo not given)	-36%	10%	-1%	1%	?	-6%	-1%	0%	41%
O=C(NCCN1C(=O)S/C(=C\c2ccc(F)cc2)C1=O)c1cccc(S(=O)(=O)N2CCOCC2)c1	-2%	-22%	-7%	i	-12%	-3%	20%	-14%	40%
COc1ccc(OC)c(NC(=O)CSc2ccc3nnc(-c4ccccn4)n3n2)c1	4%	?	0%	0%	13%	6%	3%	-16%	41%[activator]
Cc1cc(NC(=O)C(C)SCC(=O)Nc2nnc(CC(C)C)s2)no1 (stereo not given)	-2%	-2%	.	-3%	-17%	-8%	1%	-1%	36%
CN(C)CCCNC(=O)/C(=C\c1ccc(-c2cccc([N+](=O)[O-])c2)o1)NC(=O)c1ccccc1	16%	?	-6%	-6%	-28%	15%[57.1 µM]	5%	?	-5%
O=C(NCc1ccncc1)C(=O)N/N=C/c1ccccc1OCc1ccccc1	-24%	-4%[57.1 µM]	-5%	2%	8%	15%[57.1 µM]	-2%	-6%	44%[activator]
Nc1nonc1-c1noc(N2CCCCC2)n1	48%	-8%	-9%	1%	-23%	12%[57.1 µM]	-1%	11%	17%
Cc1ccc(-c2nnc(SCC(=O)Nc3ccc4c(c3)oc3ccccc34)n2C)c(Cl)c1	-11%	-10%	1%	-6%	-2%	12%[57.1 µM]	-4%	-9%	25%
CCn1c(C)cc(/C=C2/SC(=O)N(C(C)C(=O)OC)C2=O)c1C (stereo not given)	-2%	?	13%	-8%	?	-28%	1%	-17%	-8%
Cc1ccc(Nc2c(-c3ccco3)nc3ccccn23)cc1	-26%	?	10%	i	-15%	-11%	1%	0%	-38%
CCOC(=O)c1c(N)sn(-c2ccccc2C)c1=S	?	56µM*	-2%	i	?	-14%[57.1 µM]	3%	11%	-71%
Cc1cccc(NC(=O)CCC(=O)OCc2ccc(Br)cc2)c1	-16%	4%	12%	-13%	-4%	10%[11.4 µM]	4%	-12%	35%
CCOc1ccc(-n2c(=O)c3c(C)c(C)sc3n(CC(=O)c3ccccc3)c2=O)cc1	-1%	-5%	-5%	-1%	-24%	6%	53%[activator]	0%	56%[activator]
CCN(Cc1nc(-c2ccc(C)cc2)no1)C(=O)c1ccco1	-37%	3%	1%	-1%	?	-27%	-2%	-13%	37%
CC1C=CCC2C(=O)N(c3cccc(C(=O)NCCc4ccccc4)c3)C(=O)C12 (stereo not given)	40%	-20%	1%	-1%	?	17%	-17%	2%	26%
CC(Oc1ccc2ccc(=O)oc2c1)C(=O)NC1CCN(Cc2ccccc2)CC1 (stereo not given)	20%	8%	1%	-3%	-2%	26%	-20%	9%	14%
CC1CC(=O)Nc2ccccc2N1C(=O)CSc1nnnn1C(C)C (stereo not given)	2%	2%	-2%	-1%	-3%	19%	6%	-7%	60%[activator]
Cc1cc(Nc2cnc3ccccc3n2)n(-c2ccccc2)n1	8%	-8%	-4%	-8%	1%	7%	-2%	17%	22%
CSc1ccc(NC(=O)Nc2ccc(C(=O)NCC(=O)O)cc2)cc1	-18%	56µM*	-16%	?	?	16%[57.1 µM]	-3%	?	-16%
CCOc1ccc(-c2c(C(=O)N/N=C/c3ccc(O)cc3)nnn2-c2nonc2N)cc1	10%	-9%	4%	i	17%	-8%	-15%	0%	1%
COCCNC(=O)c1ccc2c(c1)nc(C)n2-c1cccc(Cl)c1	34%	3%	5%	-4%	13%	13%	-4%	4%	29%
CCCN1CCC(NC(=O)Nc2ccc([N+](=O)[O-])cc2)CC1	-6%	-13%	1%	2%	?	-9%	-7%	0%	8%

The list goes on:
SMILES	RGS4 inhibitor	JMJD2A Tudor	ERG Ets-DNA blk	Tb PGK inh	ALOX12 inh	TrxR1 inh	Pin1 inh	GLS inh	HP1b binding inh
NC(=S)Nc1cc(Cl)ccc1Cl	-17%	-9%	11%	-1%	?	-5%	-3%	1%	24%
O=C(Nc1c(Br)cc2c(c1Br)Cc1cc([N+](=O)[O-])ccc1-2)C(Cl)Cl	22%	-6%	10%	-1%	-7%	16%[11.4 µM]	0%	1%	35%
COc1ccc(CCNCc2c(C(=O)O)c(C)n(Cc3c(F)cccc3Cl)c2C)cc1OC	23%	-25%	0%	9%	?	5%	-12%	-1%	0%
C/C(=N\O)C(C)(C)Nc1ccccc1F	-11%	-17%	12%	-9%	?	39%	-1%	-4%	12%
COc1ccccc1NC(=O)Cc1csc(NC(=O)c2ccccc2)n1	17%[11.4 µM]	-24%	-7%	-1%	-7%	-14%	-1%	6%	48%[activator]
O=C(Cn1nc(C(F)F)cc1C(F)F)NNC(=S)Nc1ccc([N+](=O)[O-])cc1	-45%	?	-5%	-6%	?	-20%	-9%	13%	-14%
Cc1cc2cc(CN(Cc3ccc4c(c3)OCO4)C(=O)c3cnccn3)c3nnnn3c2cc1C	32%	-19%	-1%	4%	8%	4%	0%	13%	46%[activator]
CSC1=C(C#N)C(c2ccncc2)C(C(=O)Nc2ccccc2)=C(C)N1 (stereo not given)	-3%	0%	-10%	-7%	-6%	4%	-4%	-5%	47%[activator]
Cc1csc(N/N=C/c2ccccn2)n1	-7%	?	3%	-9%	0%	4%[57.1 µM]	3%	4%	-23%
CN(C)C(=O)c1cc(C(=O)c2ccccc2C(F)(F)F)c[nH]1	?	?	1%	4%	-3%	7%[57.1 µM]	1%	-1%	-6%
Cc1cc(C)c2oc(=O)cc(CN3CCCCC3)c2c1	13%	-3%	-12%	-2%	?	12%	-6%	7%	36%
O=C(CN1CCN(C(=O)C2CCCO2)CC1)Nc1ccc(Cl)c(Cl)c1 (stereo not given)	5%	9%	-8%	2%	?	5%	4%	3%	34%[activator]
Cc1cc(C)c(NC(=O)CNC(=O)COC(=O)/C=C/c2cccs2)c(C)c1	11%	-9%	-1%	i	1%	2%	5%	1%	19%
Cn1c(-c2cccs2)[n+](C)c2ccccc21	27%	-1%	7%	5%	0%	10%	-4%	10%	33%
COc1cc2ccccc2cc1C(=O)N1CCN(C(C)=O)CC1	28%	-12%	-7%	1%	11%	7%	-6%	17%	28%
CCN1C(=O)c2ccccc2Sc2ccc(NC(=O)Nc3ccccc3OC)cc21	-3%	-28%	-3%	-3%	-27%	16%[57.1 µM]	13%	-1%	3%[57 µM]
Cc1nc(SCC(=O)c2c(N)n(C3CC3)c(=O)[nH]c2=O)[nH]c(=O)c1CCO	5%	-2%	16%	-5%	11%	20%	0%	-4%	13%
CCN(CC)CCN(C(=O)c1ccc2ncsc2c1)c1nc2cc3c(cc2s1)OCO3	?	50µM*	-1%	-3%	?	26%	0%	14%	-25%
CCOC(=O)C(C)Sc1ncc(-c2ccccc2)cn1 (stereo not given)	-4%	25%	-6%	-2%	2%	0%	3%	-3%	89%[activator]
CCCC(=O)Nc1nnc(CC(=O)N2CCCC2)s1	25%	-10%	2%	-7%	-2%	2%	1%	-12%	31%
CCc1ccc(C2C(C#N)=C(N)N(N3CCOCC3)C3=C2C(=O)CC(C)(C)C3)s1 (stereo not given)	?	-20%[11.4 µM]	-5%	-5%	-16%	9%[57.1 µM]	3%	-28%	?
O=C1OC(c2ccccc2)=C/C1=C/c1cccs1	-19%	?	-3%	i	?	-31%	12%	-6%	-8%
Cn1c(SCc2cccc([N+](=O)[O-])c2)nc2ccccc2c1=O	-13%	-35%	10%	-10%	1%	28%	-2%	11%	-15%
CC(C)(C)OC(=O)NCCCCCNC(=O)c1[nH]cnc1C(=O)N[C@@H](Cc1ccccc1)C(=O)OC(C)(C)C	5%	-24%	-14%	-9%	.	11%	11%	-2%	38%
COc1ccc(OC)c(N(CC(=O)Nc2cccnc2)S(=O)(=O)c2ccc(OC)c(OC)c2)c1	23%	-9%	1%	-4%	408%[activator]	36%[57.1 µM]	5%	-2%	31%
Cc1ccc(S(=O)(=O)N2CCCCC2)cc1NC(=O)C1CCC1	-15%	-11%	.	4%	-8%	-8%	-4%	7%	12%
CCOc1ccc(S(=O)(=O)N2CCCC(C(=O)NCc3cccnc3)C2)cc1 (stereo not given)	-13%	-17%	0%	1%	5%	-7%	-6%	4%	26%
CCN(CC)c1ccc2cc(-c3nc4ccccc4n3C)c(=O)oc2c1	-39%	12%	4%	-7%	?	-21%	?	2%	49%[activator]
OC(CNCc1ccccc1)(c1ccccc1)c1ccccc1	-18%	0%	0%	.	24%	22%	-1%	-7%	27%
O=C(CC1CCCCC1)NCc1ccccc1	9%	0%	9%	i	?	19%	-13%	-5%	45%[activator]

Shown as a hit in ALOX12 inh, among the entries above:
SMILES	RGS4 inhibitor	JMJD2A Tudor	ERG Ets-DNA blk	Tb PGK inh	ALOX12 inh	TrxR1 inh	Pin1 inh	GLS inh	HP1b binding inh
Cn1c(=S)[nH]c2c(c1=O)C(C)(C)Cc1ccccc1-2	-28%	-36%	-11%	3%	14µM*	-6%[57.1 µM]	1%	0%	9%

The list is partial (hit frequency here may not be typical).
